Compound activity deposited in PubChem BioAssay by National Center for Advancing Translational Sciences (NCATS).
Pol III holo inh: inhibitors of bacterial DNA polymerase III holoenzyme. reconstituted DNA polymerase III holoenzyme replication, biochemical. Potency, µM (series often up to 57.1 µM), for the others: at the highest dose activity change, negative = inhibition. 71,000 compounds, 0.25% hits; also: potency is read from the fitted curve at half-maximal effect; % is scaled to controls: 0 for no effect and ±100 for the full control effect
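Reconstituted *E. coli* holoenzyme (0.35 nM Pol III, 1 nM beta, 154 nM SSB, 2 nM primase) was preincubated with compound for 15 min at RT. Synthesis on 1.4 nM ssM13Gori ran 35 min, then was stopped with PicoGreen/EDTA and read as dsDNA fluorescence.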
HBB splice mod: hemoglobin beta splicing modulation | HBB splicing reporter cell assay, activation; EGFP reporter with mutant IVS2-654 intron; response scale: normalised to 500 nM splice-correcting PNA | Potency, µM (titrated, usually from 46.1 µM), inactives show at the highest dose activation, most hits filed as activators | 65,000 compounds, 0.06% hits | AID 925; also: potency is read from the fitted curve at half-maximal effect; 0% is about no effect
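Compounds were applied for 2 days to HeLa EGFP-654 cells, 500/well in Optimem with 2% FCS. The reporter's EGFP is disrupted by mis-splicing of beta-globin intron IVS2-654. Readout: summed well GFP fluorescence from 488 nm laser scanning; reference was 500 nM antisense […] 654 PNA.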
15-hLO inh: 15-hLO (ALOX15) enzyme inhibition. P16050. purified 15hLO-1, xylenol orange hydroperoxide absorbance. Potency, µM (titrated, usually from 57.1 µM), inactives show top-dose activity change, negative = inhibition, hits mostly inhibitors. 74,000 compounds, 1.4% hits. AID 887; also: potency is read from the fitted curve at half-maximal effect; % is scaled to controls: 0 for no effect and ±100 for the full control effect; nearly all actives have a fitted effect of over 55% in size
Target sequence (P16050 whole entry, looked up): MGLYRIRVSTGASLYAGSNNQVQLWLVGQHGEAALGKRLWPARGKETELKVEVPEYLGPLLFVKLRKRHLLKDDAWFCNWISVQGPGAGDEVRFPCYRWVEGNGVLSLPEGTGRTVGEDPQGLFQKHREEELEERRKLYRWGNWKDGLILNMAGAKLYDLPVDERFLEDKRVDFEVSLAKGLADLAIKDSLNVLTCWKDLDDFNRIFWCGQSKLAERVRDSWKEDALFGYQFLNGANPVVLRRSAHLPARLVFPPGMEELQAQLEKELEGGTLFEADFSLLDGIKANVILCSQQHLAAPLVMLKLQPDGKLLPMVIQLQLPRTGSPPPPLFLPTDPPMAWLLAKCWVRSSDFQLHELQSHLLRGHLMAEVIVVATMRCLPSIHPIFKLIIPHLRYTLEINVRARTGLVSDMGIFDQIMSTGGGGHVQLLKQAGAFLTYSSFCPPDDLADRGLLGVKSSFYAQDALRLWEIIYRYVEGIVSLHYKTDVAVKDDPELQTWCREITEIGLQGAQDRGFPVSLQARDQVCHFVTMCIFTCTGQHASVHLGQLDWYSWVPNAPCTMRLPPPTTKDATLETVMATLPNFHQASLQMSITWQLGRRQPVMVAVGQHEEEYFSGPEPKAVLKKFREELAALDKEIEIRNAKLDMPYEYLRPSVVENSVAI
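Purified human 15hLO-1 (40 nM) in 25 mM Hepes pH 7.5, 0.01% Triton X-100, preincubated 15 min RT with compound, then 50 uM arachidonic acid for 6 min. Hydroperoxide read by ferrous/xylenol orange, 30 min; 573/405 nm absorbance ratio gave progress.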
Fluorescein autfl: fluorescein region autofluorescence | max fluorescein-equivalent concentration, M | 59,000 compounds, 0.91% hits | Compound autofluorescence, 480/540 nm, fluorescein-equivalent; hits give high values; in the data active = max fluorescein-equivalent concentration above about 10 nM; inconclusive = between about 1.1 nM and that limit
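Values reflect compound autofluorescence, normalized to fluorescein on the same plate and reported at each tested concentration. Conditions: 100 mM Tris pH 8.0, room temperature, 15 min, excitation 480 nm, emission 540 nm.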
HADH2 inhib: inhibitors of human HADH2 dehydrogenase | 73,000 compounds, 3.4% hits | AID 886 | Q99714 | Potency, µM (series often up to 57.1 µM), inactives show at the top dose activity change, negative = inhibition, usual class: inhibitors | recombinant HADH2, NADH fluorescence, beta-hydroxybutyryl-CoA; also: potency is read from the fitted curve at half-maximal effect; % is scaled to controls: 0 for no effect and ±100 for the full control effect; nearly all actives have a fitted effect of over 60% in size; many of its hits are not listed in these tables
Target sequence (Q99714 whole entry, looked up, one chain of several): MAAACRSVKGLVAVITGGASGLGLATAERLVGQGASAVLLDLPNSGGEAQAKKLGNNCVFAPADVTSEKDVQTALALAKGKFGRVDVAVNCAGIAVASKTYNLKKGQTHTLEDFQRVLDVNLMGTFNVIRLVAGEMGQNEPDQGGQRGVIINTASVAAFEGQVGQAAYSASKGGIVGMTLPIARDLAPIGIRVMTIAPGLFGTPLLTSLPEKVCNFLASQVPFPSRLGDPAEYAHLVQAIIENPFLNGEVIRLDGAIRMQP
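Buffer 100 mM Tris-HCl pH 9.0/0.01% Tween-20; HADH2 20 nM; NAD+ 1 mM; beta-hydroxybutyryl-CoA 90 uM (all final). 15 min cpd preincubation, RT.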
Rhodamine fluor: compound fluoresces in the rhodamine spectral region; Rhodamine-region fluorescence, 547/598 nm, Tris buffer; hits give high values; 59,000 compounds, 0.05% hits; max dye-equivalent concentration, M; in the data active = max dye-equivalent concentration above about 11 nM; inconclusive = between about 1.1 nM and that limit
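Intensities are converted to rhodamine-equivalent concentration using a six-point rhodamine standard on each plate. Compounds sit 15 min at room temperature in 100 mM Tris buffer, pH 8.0; read uses the 547/598 nm excitation/emission pair.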
UbGFP stabilizer: inhibits proteasome, raising ubiquitin-GFP reporter fluorescence | Ubiquitin-GFP reporter cells, proteasome inhibition, GFP fluorescence; response scale: untreated = 0%, 10 µM MG-132 = 100% | Potency, µM (top dose mostly 45.9 µM), for the others: at the top dose activation (GFP accumulation), actives largely listed as activators | 67,000 tested, under 10 active; active = well fitted activation curve with a large enough effect, not every such curve was filed as active; inconclusive = small, poorly fitted or top-dose-only effect, or another doubt; inactive = no such curve, though single readings can be large or run the other way; also: potency is read from the fitted curve at half-maximal effect
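Proteasome blockade was scored as a rise in GFP-expressing U2OS cells carrying a ubiquitin(G76V)-GFP construct, imaged after 4 hr compound treatment at 37 °C across a 46 uM–2.9 nM series.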
4-MU autofl: 4-MU region autofluorescence | AID 589 | 59,000 compounds, 11% hits | compound autofluorescence, 340/450 nm, 4-MU equivalents; hits give high values | max dye-equivalent concentration, M; in the data active = max dye-equivalent concentration above about 10 nM; inconclusive = mostly about 1.1 nM to 9.6 nM
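Intrinsic fluorescence at 340/450 nm (ex/em) was read after 15 min at room temperature in pH 8.0, 100 mM Tris. Each compound concentration expressed as 4-MU-equivalent concentration from a six-point 4-MU standard series on each plate.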
Hsp90 Hop PPI: changes Hsp90-Hop TPR2A binding signal, up or down. AlphaScreen TPR2A-His6 binding biotin-Hsp90 C-terminal peptide. Potency, µM (series often up to 57 µM), inactives show at the top dose activity change, negative = inhibition. 71,000 compounds, 0.44% hits; active = well fitted curve in either direction with a large enough effect; inconclusive = small, poorly fitted or top-dose-only effect, or another doubt; also: potency is read from the fitted curve at half-maximal effect; % is scaled to controls: 0 for no effect and ±100 for the full control effect; many of its hits are not listed in these tables
Epigenetic mod: derepresses silenced GFP locus in mouse C127i cells; mouse C127i GFP locus derepression, cytometry, 30 h; Potency, µM (highest dose often 46.1 µM), without a hit: top-dose GFP derepression (activation); 68,000 compounds, 0.09% hits; AID 597; also: % of control where 0% means no effect
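Murine C127i mammary cells carrying a silenced, stably integrated CMV-driven GFP reporter were treated with compound for 30 hours at 37 C. After PBS washes, GFP-positive cells were counted by laser-scanning microplate cytometry.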
TexasRed autofl: compounds fluorescent in Texas Red spectral region | Compound fluorescence, Texas Red channel, 547/618 nm; hits give high values | max dye-equivalent concentration, M | 59,000 compounds, 0.06% hits; in the data active = max dye-equivalent concentration above about 10 nM; inconclusive = between about 1.1 nM and that limit
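Compound titrations in 100 mM Tris pH 8.0 were incubated 15 min at room temperature and read at 547 nm excitation / 618 nm emission. Texas Red six-point standard curve on each plate converted fluorescence to dye-equivalent concentration.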
Active calls of the source: *; i = inactive; ? = inconclusive; . = no result given; ! = repeats disagree; [ ] = another dose, or the depositor's remark. Unless noted, calls follow the shape of the dose curve; as a rule, active = well fitted curve in the direction sought with a large enough effect; inconclusive = small, poorly fitted or top-dose-only effect, or another doubt; inactive = no such curve, though single readings can be large; an effect the other way counts as inactive or inconclusive.

SMILES	Pol III holo inh	HBB splice mod	15-hLO inh	Fluorescein autfl	HADH2 inhib	Rhodamine fluor	UbGFP stabilizer	4-MU autofl	Hsp90 Hop PPI	Epigenetic mod	TexasRed autofl
COc1ccccc1-n1c(SCC(=O)Nc2ccccc2F)nc2[nH]ncc2c1=O	-1%	-0.4%[0.369 µM]	3%	?	1%	i	.	i	-9%	0%	i
O=C(COc1ccc(F)cc1)NCC1CCCO1 (stereo unspecified)	-1%	0.5%	4%	i	?	i	4%	i	-1%	3%	i
COc1ccc(C(c2nnnn2C2CCCC2)N2CCN(C3CCCC3)CC2)cc1OC (stereo unspecified)	-5%	-0.2%[57.5 µM]	1%	i	8%	i	-5%	i	1%	1%	i
O=C(O)CC1CCC(=C(Cl)Cl)C1 (stereo unspecified)	-6%	.	0%	i	-9%	i	5%	i	0%	-2%	i
CCCCC(CCC(=O)O)(C(=O)OCC)c1csc(N)n1 (stereo unspecified)	-7%	2.5%	3%	.	-2%	.	-8%	.	0%	-2%	.
COc1ccc(-c2oc3ccc(C)cc3c(=O)c2O)cc1OC	-3%	.	6%[25.6 µM]	i	11%	i	3%	4.7e-08M*	-5%	-2%[9.22 µM]	i
CCOC(=O)c1cc(C)n(Cc2cccc(OC)c2OC)c1C	.	.	.	i	.	i	.	i	.	-2%[20.6 µM]	i
CC(O)CNc1nc2c(c(=O)n(C)c(=O)n2C)n1Cc1cccc(C(F)(F)F)c1 (stereo unspecified)	.	.	.	i	.	i	.	i	.	-3%[20.6 µM]	i
Oc1cc(O)c2c(c1)O[C@H](c1ccc(O)c(O)c1)[C@H](O)C2	-5%[25.6 µM]	-1.0%[20.6 µM]	-15%[25.6 µM]	?	?	i	5%[20.5 µM]	1.3e-08M*!	-6%[26 µM]	3%[20.6 µM]	i
COCc1nnc(NS(=O)(=O)c2ccc(C)cc2)s1	-5%	-0.8%	-25%	?	3%	i	-15%	?	3%	5%	i
Cc1cc(C)n2cc(CSc3nnc(-c4ccccc4)o3)nc2n1	-1%	0.2%[57.5 µM]	15%	i	-14%	i	5%	?	-3%	-2%	i
Cc1onc(-c2ccccc2Cl)c1C(=O)NCCN1CCOCC1	4%	.	0%	i	-4%	i	-2%	i	-4%	2%	i
Cc1ccc(C(=O)CSc2nnc(-c3ccccc3)n2-c2ccccc2)o1	-3%	-0.8%	-6%	i	-3%	i	1%	i	-1%	3%	i
COc1ccc(C2C(C(=O)N3CCCCC3)CCC(=O)N2c2cc(OC)c(OC)c(OC)c2)cc1 (stereo unspecified)	3%	-0.6%	-3%	i	12%	i	9%	i	-5%	0%	i
O=C(Nc1ccc2c(c1)OCO2)C1CCCN1C(=O)Nc1ccccc1F (stereo unspecified)	-6%	-3.2%	5%	i	6%	i	1%	i	-5%	-2%	?
O=C(Nc1ccc(F)cc1F)N1CCN(c2ncccn2)CC1	0%	0.0%	2%	.	3%	.	5%	.	1%	5%	.
CC(C)n1c(SCC(=O)N2CCCc3ccccc32)nc2c1c(=O)n(C)c(=O)n2C	-2%	0.0%[57.5 µM]	11%	i	-15%	i	0%	i	2%	0%	i
O=C(CSc1ncc(-c2ccc(F)cc2)[nH]1)NCc1ccco1	-6%	-0.3%[57.5 µM]	10%	i	-22%	i	-1%	i	-1%	-4%	i
COc1ccc(S(=O)(=O)N(C)C2CCS(=O)(=O)C2)cc1OC (stereo unspecified)	2%	0.5%	4%	i	-9%	i	6%	i	-4%	0%	i
CCOc1cc(C)c(S(=O)(=O)NC2CCCCC2)cc1C	-2%	1.6%	-18%	?	7%	i	-5%	i	0%	0%	i
COc1ccccc1NC(=O)C1CCCCC1	4%	-0.6%	-3%	i	-7%	i	18%	i	-1%	0%	i
COc1ccc(C(=O)OCCNC(=O)c2c(Cl)nc3ccccn23)cc1	-13%	-3.5%	-18%	?	6%	i	-7%	i	0%	0%	?
CCCCN1CC(C(=O)NC2CCCCC2)CC1=O (stereo unspecified)	-2%	3.5%	2%	i	-1%	i	0%	i	-10%	-1%	i
CCOC(=O)c1cnc2nc(COc3ccccc3)[nH]n2c1=O	-10%	-1.2%	-14%	i	6%	i	5%	i	-3%	0%	i
COCC(=O)N1CCC2(CCN(Cc3ccccc3)CC2)CC1	-4%	2.0%	0%	i	-4%	i	4%	i	0%	-1%[9.22 µM]	i
O=C1c2cccc3cccc(c23)C(=O)N1c1cccnc1	-2%	-1.2%	11%	i	25µM*	i	2%	1.4e-07M*	4%	8%	i
COc1ccc(Cl)cc1NC(=O)c1c(-c2ccccc2)noc1C	4%	1.6%	-8%	?	-10%	i	7%	i	0%	-3%	i
Cc1ccc(N2C(=O)[C@@H]3[C@H](C2=O)C2c4ccccc4C=CN2[C@@H]3C(=O)c2ccco2)c(C)c1 (stereo partly specified)	-5%	0.5%[0.369 µM]	-7%	?	3%	i	.	i	-18%	4%	?
Cc1nc(SCc2ccccc2C)n[nH]1	-6%	-0.3%	7%	i	5%	i	-1%	i	0%	2%	?
c1ccc(Nc2ncnc3ccc(-c4ccoc4)cc23)cc1	6%	-0.8%	-3%	?	-10%	i	-1%	i	-8%	6%[9.22 µM]	i
Cc1ccc(S(=O)(=O)N2C3C=CC(C3)C2C(=O)O)cc1 (stereo unspecified)	6%	0.5%	3%	.	5%	.	3%	.	2%	2%	.
O=C(Nc1nnc(C23CC4CC(CC(C4)C2)C3)s1)c1ccco1	2%	-2.2%	0%	i	-1%	i	-7%	i	-1%	3%	?
NCCc1nnc(SCc2ccccc2F)o1	10%	-0.8%	5%	?	0%	i	2%	i	-1%	-5%	?
CCC(C)[C@H](N)c1nnc(SCC(=O)Nc2cccc(Cl)c2)o1 (stereo partly specified)	2%	-1.8%[57.5 µM]	4%	i	12%	i	-3%	i	-3%	3%	?
O=C(Nc1ccc(Cl)c(Cl)c1)OCc1cccnc1	9%	-0.3%[57.5 µM]	-8%	?	0%	i	-1%	i	4%	0%	i
O=C(NCC1CCCO1)C1CCN(S(=O)(=O)c2cccc3nonc23)CC1 (stereo unspecified)	-5%	-1.0%	-6%	i	-3%	i	8%	i	-3%	0%	?
Cc1nc2nc(-c3cccnc3)[nH]n2c(=O)c1Cc1ccccc1	0%	1.3%	0%	i	6%	i	-2%	i	-7%	0%	i
c1nc(NC2CCCCC2)c2[nH]cnc2n1	.	.	.	i	.	i	.	i	.	6%[20.6 µM]	?
CCC1(N(C(C)=O)c2ccc(OC)cc2)C(=O)c2ccccc2C1=O	-7%	-0.6%[9.22 µM]	-7%	.	-5%	.	-7%	.	-4%	2%	.
COc1ccc(Br)cc1CNc1ccc(O)cc1	-10%	-0.5%	?	i	25µM*	i	-4%	i	?	0%	i
O[Si@](CCCN1CCCCC1)(c1ccc(F)cc1)C1CCCCC1	-7%	-1.1%	-9%	?	-10%	i	-2%	i	-8%	0%	i
CNc1cc(-c2ccccc2C)ncn1	1%	-1.3%	?	i	32µM*	i	-1%	i	-14%	3%[9.22 µM]	i
CCOC(=O)C1CCN(C(=O)COC(=O)c2ccc(Br)o2)CC1	-8%	0.6%[57.5 µM]	2%	i	0%	i	1%	i	-1%	0%	?
O=C(c1c[nH]c2ccc(S(=O)(=O)N3CCOCC3)cc2c1=O)N1CCCC1	-1%	1.1%	0%	i	13µM*	i	-11%	9.6e-08M*	2%	2%	i
Cc1cccc(NC(=O)N2CCC(c3nc4ccccc4o3)CC2)c1	0%	0.4%	-7%	?	2%	i	2%	i	-5%	1%	i
Cc1ccc(C(=O)OCc2cn3ccccc3n2)cc1	3%	0.3%[57.5 µM]	0%	?	-4%	i	-3%	i	-3%	0%	i

The list is partial (hit frequency here may not be typical).
